# aGal spleen mod – qHTS Assay for Inhibitors and Activators of Human alpha-Galactosidase From Spleen Homogenate. human spleen homogenate, 4MU-alpha-Gal fluorescence, 40 min. Potency, µM (doses to about 80 µM), for the others: at the top dose activity change, negative = inhibition, most hits filed as inhibitors. 240,000 compounds, 0.008% hits;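 further: 0% = enzyme with vehicle and -100% = no enzyme basal signal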
# Target sequence (P06280 32-429 limits assumed): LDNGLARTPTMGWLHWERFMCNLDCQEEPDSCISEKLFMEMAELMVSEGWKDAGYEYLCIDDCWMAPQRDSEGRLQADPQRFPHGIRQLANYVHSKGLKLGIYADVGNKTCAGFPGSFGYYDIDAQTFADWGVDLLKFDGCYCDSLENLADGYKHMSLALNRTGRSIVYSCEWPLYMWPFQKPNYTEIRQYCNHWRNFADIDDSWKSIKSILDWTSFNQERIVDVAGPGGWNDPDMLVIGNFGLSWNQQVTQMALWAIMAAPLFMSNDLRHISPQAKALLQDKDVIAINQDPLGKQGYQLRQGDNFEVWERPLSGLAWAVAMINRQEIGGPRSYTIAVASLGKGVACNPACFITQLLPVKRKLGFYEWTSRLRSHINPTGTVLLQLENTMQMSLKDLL
#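 Human spleen homogenate (1 ug) was the enzyme source, with 4-methylumbelliferyl-alpha-D-galactopyranoside (1 mM final) in pH 5.0 citrate buffer with 0.01% Tween-20. Compounds were titrated; after 40 min at 37C, NaOH/glycine stop, 4-MU fluorescence read; AC50 from Hill fits.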
# GAA glycogen – qHTS Assay for Inhibitors and Activators of Human alpha-Glucosidase Cleavage of Glycogen; 300,000 compounds, 0.38% hits; recombinant GAA, glycogen substrate, Amplex Red glucose oxidase fluorescence; Potency, µM (top dose mostly 76.4 µM), without a hit: top-dose activity change, negative = inhibition, usual class: inhibitors; Lysosomal alpha-glucosidase (Homo sapiens), P10253;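 further: 0% = full enzyme reaction and -100% = no-enzyme basal signal; the screen sought inhibitors and activators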
#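 qHTS, 1536-well; enzyme 4 nM final; cpd up to 77 uM; substrate bovine liver glycogen 30 ug; 50 mM citrate/phosphate pH 5.0, 0.01% Tween-20; 37 C, 40 min; Amplex Red detection 45 min RT; Hill fit → AC50.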
# GAA spleen mod – qHTS Assay for Inhibitors and Activators of Human alpha-Glucosidase From Spleen Homogenate; Lysosomal alpha-glucosidase (Homo sapiens), P10253; human spleen homogenate, 4-MU-alpha-glucoside fluorescence; Potency, µM (titrated, usually from 79.9 µM), without a hit: at the top dose activity change, negative = inhibition, most hits filed as inhibitors; 240,000 compounds, 0.006% hits; AID 2112, 2009;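 further: 0% = enzyme with vehicle and -100% = no enzyme basal signal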
#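 AC50 values come from Hill-equation fits of concentration-response data, normalized to no-enzyme and full-activity controls. Enzyme source: 1 ug human spleen homogenate; 1 mM fluorogenic 4-MU glucoside, pH 5.0 citrate buffer, 37 C, 40 min.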
# JMJD2E inh – qHTS Assay for Inhibitors of Human Jumonji Domain Containing 2E (JMJD2E); Potency, µM (titrated, usually from 57.1 µM), for the others: at the top dose activity change, negative = inhibition, hits mostly inhibitors; JMJD2E catalytic domain, FDH-coupled NADH fluorescence (FDH is formaldehyde dehydrogenase); 230,000 compounds, 1.6% hits; AID 2147, 2009; Lysine-specific demethylase 4E (Homo sapiens), B2RXH2; active means well fitted inhibition curve with a large enough effect, not every such curve was filed as active; inconclusive means small, poorly fitted or top-dose-only effect, or another doubt; inactive means no such curve, though single readings can be large or run the other way;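 further: 0% = wells with enzyme and -100% = buffer wells without enzyme; nearly all actives have a fitted effect of over 50% in size; many of its hits are not listed in these tables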
# Target sequence (B2RXH2 1-337 limits assumed): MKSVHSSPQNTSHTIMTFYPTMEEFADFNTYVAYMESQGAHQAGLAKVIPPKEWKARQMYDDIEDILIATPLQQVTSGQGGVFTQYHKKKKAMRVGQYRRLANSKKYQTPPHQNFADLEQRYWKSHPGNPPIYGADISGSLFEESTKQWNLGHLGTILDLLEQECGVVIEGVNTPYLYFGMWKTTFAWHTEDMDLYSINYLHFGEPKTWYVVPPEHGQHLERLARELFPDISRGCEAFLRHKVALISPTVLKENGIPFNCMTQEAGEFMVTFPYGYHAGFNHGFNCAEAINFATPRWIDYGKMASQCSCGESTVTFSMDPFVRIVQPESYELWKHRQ
# ALDH1A1 block – qHTS Assay for Inhibitors of Aldehyde Dehydrogenase 1 (ALDH1A1); Aldehyde dehydrogenase 1A1 (Homo sapiens), P00352; Purified ALDH1A1, NADH fluorescence, propionaldehyde substrate; Potency, µM (top dose mostly 75.3 µM), inactives show at the top dose activity, negative = inhibition, usual class: inhibitors; 220,000 compounds, 7.3% hits; AID 1030, 2008; active means well fitted inhibition curve with a large enough effect, not every such curve was filed as active; inconclusive means small, poorly fitted or top-dose-only effect, or another doubt; inactive means no such curve, though single readings can be large or run the other way;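 further: plate controls were no enzyme wells and a reference inhibitor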
# GAA inhib – qHTS Assay for Inhibitors of Human alpha-Glucosidase as a Potential Chaperone Treatment of Pompe Disease. purified human GAA, 4-MU-alpha-glucoside fluorescence. Potency, µM (series often up to 76.9 µM), inactives show top-dose activity change, negative = inhibition, most hits filed as inhibitors. 200,000 compounds, 0.005% hits;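 further: plate controls were uninhibited enzyme wells for no effect and no-enzyme background for full effect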
#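 Fluorescence at Ex 365/Em 440 nm from 4-methylumbelliferone reported enzyme activity after 20 min at room temperature. Reactions used 4 nM enzyme and 400 uM substrate at pH 5.0; curves fitted with the Hill equation.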
# SMN2 splice enh – qHTS Assay for Enhancers of SMN2 Splice Variant Expression; HEK293 SMN2-luciferase splicing reporter, luminescence, 30-36 h; Potency, µM (top dose mostly 46.1 µM), without a hit: at the top dose activity change, positive = activation, usual class: activators; 210,000 compounds, 2.8% hits; further: % of control where 0% means no effect; nearly all actives have a fitted effect of over 55% in size
#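 HEK293 cells carry an SMN2 […]–luciferase reporter in which exon 7 inclusion puts luciferase in frame. Cells were plated 10-12 h before compound addition, then incubated 30-36 h at 37C. ONE-Glo luminescence was read; sodium butyrate at 4.5 mM final served as control.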
# RGS12 GoLoco inh – qHTS Assay for Inhibitors of RGS12 GoLoco Motif Activity (Red Fluorophore); Guanine nucleotide-binding protein G(i) subunit alpha-1 (Homo sapiens), P63096; Gai1:RGS12 GoLoco peptide FP, rhodamine, 10 min; Potency, µM (series often up to 61.6 µM), without a hit: at the highest dose activity, negative = inhibition, usual class: inhibitors; 230,000 compounds, 0.44% hits; active means well fitted inhibition curve with a large enough effect, not every such curve was filed as active; inactive means no such curve, though single readings can be large or run the other way; further: on the % scale 0 is the no-effect control and ±100 the full control effect; nearly all actives have a fitted effect of over 30% in size; many of its hits are not listed in these tables
# Target sequence (P63096 whole entry, looked up): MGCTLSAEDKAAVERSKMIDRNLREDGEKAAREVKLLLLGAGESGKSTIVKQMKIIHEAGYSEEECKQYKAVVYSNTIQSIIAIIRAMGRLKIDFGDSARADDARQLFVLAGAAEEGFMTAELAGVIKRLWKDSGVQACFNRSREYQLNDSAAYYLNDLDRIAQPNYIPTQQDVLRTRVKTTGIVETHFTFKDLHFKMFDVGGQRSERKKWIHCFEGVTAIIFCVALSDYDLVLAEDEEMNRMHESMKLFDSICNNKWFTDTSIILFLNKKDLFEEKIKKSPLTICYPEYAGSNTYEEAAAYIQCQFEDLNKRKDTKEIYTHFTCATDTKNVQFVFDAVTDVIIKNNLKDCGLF
# Active calls of the source: *; ? = inconclusive; · = no result given; [ ] = dose if it differs, or a comment. Unless noted, the call rests on the fitted dose curve; in most records, active means well fitted curve in the direction sought with a large enough effect; inconclusive means small, poorly fitted or top-dose-only effect, or another doubt; inactive means no such curve, though single readings can be large; an effect the other way counts as inactive or inconclusive. Potency means the concentration at half of the fitted maximal effect. Not all compounds are listed; rates above refer to the full screens.
# Start of the data: the first two entries, to show the layout:
SMILES,aGal spleen mod,GAA glycogen,GAA spleen mod,JMJD2E inh,ALDH1A1 block,GAA inhib,SMN2 splice enh,RGS12 GoLoco inh
COc1cccc(-c2csc3nc[nH]c(=O)c23)c1,6%,-5%,2%,9%,-5%,-5%,-3%,8%
CCN1c2ccccc2-c2nc3ccccc3n2C1c1ccco1 (stereo unspecified),?,-11%,27%,?,?,?,-18%,10%

# Main list, repeating the preview:
SMILES,aGal spleen mod,GAA glycogen,GAA spleen mod,JMJD2E inh,ALDH1A1 block,GAA inhib,SMN2 splice enh,RGS12 GoLoco inh
COc1cccc(-c2csc3nc[nH]c(=O)c23)c1,6%,-5%,2%,9%,-5%,-5%,-3%,8%
CCN1c2ccccc2-c2nc3ccccc3n2C1c1ccco1 (stereo unspecified),?,-11%,27%,?,?,?,-18%,10%
C=C(Br)Cn1c(CCC)nc2ccccc21,-4%,-2%,4%,5%,4%,-1%,-24%,-8%
COc1cc(C(=O)OCCCN=C2NS(=O)(=O)c3ccccc32)cc(OC)c1OC,2%,-2%,0%,11%,8%,0%,·,14%
CNc1nc2cc([N+](=O)[O-])c([N+](=O)[O-])cc2nc1NC,6%,7%,1%,-7%,-3%,-4%,·,5%
CNc1ncc(C(=O)c2ccc(Cl)cc2)s1,-1%,-1%,-11%,2%,0%,0%,13µM*,-3%
O=C(NNc1ccccc1[N+](=O)[O-])NC1CCCCC1,-4%,?,0%,-25%,25µM*,7%,20%,-14%
O=C(CSc1cccc[n+]1[O-])c1ccc(-c2ccccc2)cc1,-12%,1%,-7%,-13%,?,-9%,13µM*,12%
Cc1[nH]n(C(N)=S)c(=O)c1N=Nc1ccc(S(=O)(=O)N2CCCCCC2)cc1,-12%,8%,-19%,-21%,11µM*,-10%,-20%,2%
O=c1c2ccccc2nnn1COc1cccc(Cl)c1,0%,-9%,5%,0%,-14%,3%,?,5%
CC(c1ccncn1)N(C)Cc1nc(Cc2ccccc2F)no1 (stereo unspecified),-2%,18%,-1%,-11%,?,-1%,·,8%
COC(=O)c1c(NC(NC(=O)C(C)C)C(Cl)(Cl)Cl)sc2c1CCC2 (stereo unspecified),-8%,?,-12%,-9%,0%,-8%,-22%,0%
COc1cc(OC)c(NC(=O)CCc2nc(-c3ccc(C)cc3)no2)cc1Cl,6%,2%,-4%,0%,?,-4%,11%,0%
COc1ccc(C2(C(=O)N3CCOCC3)CCCC2)cc1,5%,-5%,-4%,4%,-6%,1%,5%,12%
COC(=O)[C@@H]1C[C@@]2(O)[C@@H](O)[C@@H](O)[C@@H](O)C[C@H]2N1Cc1ccc(N2CCOCC2)cc1,-2%,·,-3%,-12%,3%,·,-31%[inhibitor],1%
Cc1oc(-c2ccccc2)nc1C(=O)Nc1nccs1,9%,-18%,2%,-15%,5%,8%,17%,16%
CC(C)(C)NC(=O)C(c1ccncc1)N(C(=O)c1csnn1)c1cccc2ccccc12 (stereo unspecified),5%,-12%,0%,-21%,6%,?,-14%,12%
Cc1c(N=C2C=CC(=O)c3ccccc32)c(=O)n(-c2ccccc2)n1C,9%,?,-16%,?,?,-7%,-18%,-1%
COC(=O)CN(c1ccc(OC)cc1)S(=O)(=O)c1ccc(OC)c(OC)c1,-1%,0%,1%,3%,6%,0%,-17%,-6%
C=CCNC(=S)NNC(=O)c1cc(Cl)ccc1OC,1%,-27%,3%,2%,9%,3%,·,-10%
O=C1NCCN1CCNS(=O)(=O)c1ccc(F)cc1,3%,3%,8%,-6%,?,-14%,3%,-7%
CNC(=S)N1CCN(c2ccccn2)CC1,8%,-3%,5%,?,3%,-1%,-14%[1.84 µM],3%
COc1ccccc1NC(=O)c1c(Nc2ccccc2F)sc(C(=O)Nc2cccc(Cl)c2)c1N,-7%,-21%,-14%,-2%,1%,-6%,-71%[inhibitor],13%
Clc1cccc(CN2CCN(Cc3nc(CCc4ccccc4)no3)CC2)c1,0%,-5%,-3%,0%,-2%,-1%,·,5%
Cc1ccc(-c2n[nH]c(=S)n2Cc2ccccc2)cc1,-7%,?,1%,-25%,?,6%,-6%,4%
# (more compounds)
SMILES,aGal spleen mod,GAA glycogen,GAA spleen mod,JMJD2E inh,ALDH1A1 block,GAA inhib,SMN2 splice enh,RGS12 GoLoco inh
COc1ccc(/C=C/C(=O)NC(=S)N2CCN(c3ccccn3)CC2)cc1OC,-11%,-20%,6%,?,-15%,13%,·,3%
COc1ccc(CNc2nn[nH]n2)cc1OC,9%,-1%,8%,-1%,5%,0%,24%,1%
COc1ccc(/C=N/NC(=O)c2ccc(Cn3cc([N+](=O)[O-])cn3)o2)cc1O,6%,1%,0%,1%,-6%,?,15%,2%
O=C(NCc1ccc2c(c1)OCO2)C1CCN(S(=O)(=O)c2cccs2)CC1,5%,-10%,-9%,-4%,0.32µM*,-12%,-1%,-5%
O=C(NC1CCCC1)C(c1ccncc1)N(C(=O)c1csnn1)C1CCCC1 (stereo unspecified),-2%,?,-1%,-3%,13µM*,-2%,·,-22%
COC(=O)C1=C(C)NC(=S)NC1c1ccco1 (stereo unspecified),-4%,16%,3%,0%,?,-7%,2%,3%
CCn1c(=O)n(CC(=O)N(C)Cc2ccccc2)c(=O)c2ccccc21,3%,7%,-1%,?,?,3%,-3%,6%
Fc1ccccc1/C=C/c1ccc2ccccc2n1,7%,-2%,5%,1%,-3%,1%,0.89µM*,-1%
COc1c(C)cc(S(=O)(=O)NC2CC(C)(C)NC(C)(C)C2)c(C)c1C,0%,3%,-3%,-5%,-5%,0%,-21%,11%
O=C1C2C3C=CC(C3=C(c3ccccc3)c3ccccc3)C2C(=O)N1Cc1ccccc1 (stereo unspecified),4%,5%,-2%,3%,1.1µM*,-5%,-23%,14µM*
Cc1cc(C)n(C2CC(=O)N(c3cc(Cl)cc(Cl)c3)C2=O)n1 (stereo unspecified),3%,3%,-2%,10%,7%,-1%[15.4 µM],·,-2%
CCOC(=O)C1(Cc2cccc(OC)c2)CCN(Cc2cnc(C)s2)CC1,-9%,14%,0%,9%,-4%,·,·,-1%
COc1cccc(NC(=O)c2oc3ccccc3c2NC(C)=O)c1,-15%,4%,-6%,8%,3%,-5%,?,1%
COc1ccc(N(CC(=O)NCc2ccco2)S(C)(=O)=O)c(OC)c1,-9%,-10%,7%,?,-9%,-5%,·,-2%
O=C(NCCCCCNC(=O)c1ccccn1)c1ccccn1,7%,-9%,3%,9%,14%,-3%,·,8%
Cc1cccc(N2CCN(C(=O)C3CCCCC3)CC2)c1C,4%,-15%,5%,2%,-11%,-5%,-10%,-6%
CN(CC(=O)Nc1ccc(Cl)cc1)CC(=O)Nc1ccc(F)c(F)c1F,5%,4%,-1%,-1%,-1%,15%,-23%,-1%
COC(=O)CSc1ccc2nnc(-c3ccc(OC)c(OC)c3)n2n1,1%,-7%,2%,7%,1%,4%,-2%,-5%
CCn1c(Cc2ccccc2)nnc1SCC(=O)Nc1ccccc1F,-6%,8%,3%,-6%,1%,9%,-4%,4%
COC(C[C@@H](O)[C@H](C)[C@@H](O)COCc1ccccc1)OC,5%,6%,0%,16%,·,·,·,-2%
O=C(NCc1ccccc1C(F)(F)F)C1CC(c2ccccc2[N+](=O)[O-])=NO1 (stereo unspecified),-2%,-10%,-2%,1%,-4%,12%,-13%,-3%
S=c1[nH]nc(C2CC2c2ccc(Cl)cc2)n1-c1ccc(Cl)cc1 (stereo unspecified),-1%,2%,0%,1%,0%,-1%,3%,-8%
Cc1nn(CC(=O)Nc2nc3ccccc3s2)c(C)c1[N+](=O)[O-],-5%,0%,1%,1%,-13%,-4%,?,8%
Nc1ncnc2nc(SCCc3ccccc3)[nH]c12,4%,5%,-1%,-4%,?,-6%,-16%,9%
Cc1cccnc1Nc1nc(-c2ccccn2)cs1,23%,0%,3%,?,1%,-10%,·,-5%
# Further compounds.
SMILES,aGal spleen mod,GAA glycogen,GAA spleen mod,JMJD2E inh,ALDH1A1 block,GAA inhib,SMN2 splice enh,RGS12 GoLoco inh
Cc1ccc(S(=O)(=O)NC(CC(C)C)C(=O)Nc2nccs2)cc1 (stereo unspecified),9%,1%,-17%,0%,-1%,-4%,-16%,12%
COc1ccnc(Oc2ccc(F)cc2)c1C(=O)N/C=N/OCc1ccccc1,-2%,-2%,-7%,-4%,?,-9%,-13%,7%
CCc1ccccc1Nc1nc(N)nc(CSc2nnc3ccccn23)n1,2%,3%,-3%,-20%,4%,2%,-2%,20%
COCCN1C(=O)N[C@@H](c2cccc(C(F)(F)F)c2)C(C(=O)OC)=C1C,3%[17.5 µM],·,2%[17.4 µM],7%[11.4 µM],-1%[13.5 µM],·,-10%[9.22 µM],3%[14.2 µM]
COc1ccccc1NC(=O)C1=C(C)Nc2nnnn2C1c1cc(Br)ccc1OC (stereo unspecified),7%,-11%,-5%,4%,1%,-13%,-20%,3%
CCN(CC)S(=O)(=O)c1cccc(NC(=O)CN2C(=O)c3ccc([N+](=O)[O-])cc3C2=O)c1,5%,-7%,-20%,1%,-5%,5%,5%,10%
CC(=O)N1c2ccccc2C(CBr)=CC1(C)C,-3%,1%,3%,-12%,4%,-8%[15.4 µM],·,2%
Cc1c(CN(C)C)c2c(n1Cc1ccccc1)C(=O)c1ccc(Br)cc1-2,-4%,-6%,-10%,-1%,10µM*,-7%,-10%,0%
CC(=O)NS(=O)(=O)c1ccc(NS(=O)(=O)c2ccccc2[N+](=O)[O-])cc1,15%,5%,4%,-13%,·,·,·,4%
COC(=O)c1cc(COC(=O)c2cccnc2SC)oc1C,-3%,-2%,4%,-4%,8%,-4%,-4%,7%
CCC(NC(=O)Nn1cnnc1)(C(F)(F)F)C(F)(F)F,2%,6%,-1%,1%,2%,3%,-14%,-5%

# Screens as filed in PubChem.
